VLA-4 inh: inhibition in a human VLA-4 binding assay. P13612. VLA-4 expressing cells, ligand binding flow cytometry. inhibition, % (about 7 µM as worked out from the volumes in the protocol). actives 0.2% (n = 330,000); in the data active = inhibition above about 50%
GASC-1 inh: inhibitors of human GASC-1 (JMJD2C) demethylase. GST-JMJD2C(1-420) H3K9me3 demethylation, DELFIA europium. inhibition, % at 2.35 µM. actives 0.069% (n = 330,000);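 active = more than half of a compound's replicate wells show inhibition beyond 50%, single wells judged on their own value; inconclusive = some, but no more than half, of replicates pass 50% inhibition; inactive = no replicate passes 50% inhibition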;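 note: signal counts dimethyl H3K9 product captured on neutravidin plate; 0% = median of DMSO wells and 100% = 0.3 times that DMSO median; strong numbers were not always called active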
Target sequence (Q9H3R0 1-420 limits assumed): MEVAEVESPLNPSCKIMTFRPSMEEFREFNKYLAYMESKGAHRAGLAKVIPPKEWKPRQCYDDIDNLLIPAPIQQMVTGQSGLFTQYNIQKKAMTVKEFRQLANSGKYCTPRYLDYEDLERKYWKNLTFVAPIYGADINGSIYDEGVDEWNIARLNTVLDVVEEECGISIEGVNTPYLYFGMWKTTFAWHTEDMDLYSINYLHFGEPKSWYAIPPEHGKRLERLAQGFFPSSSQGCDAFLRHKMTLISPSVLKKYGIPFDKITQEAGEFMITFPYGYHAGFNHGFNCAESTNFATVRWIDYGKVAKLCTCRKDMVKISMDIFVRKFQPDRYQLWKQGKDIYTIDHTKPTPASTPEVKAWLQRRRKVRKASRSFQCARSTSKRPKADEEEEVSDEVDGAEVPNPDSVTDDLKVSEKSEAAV
AGP1 TOR yeast: modulators of TOR pathway AGP1-GFP in S. cerevisiae | AID 2066 | S. cerevisiae AGP1-GFP multiplex flow cytometry, 3 h; GFP as percent of DMSO wells | actives 0.02% (n = 320,000) | GFP response vs DMSO, % at 10 µM;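 active = GFP response relative to DMSO above a set limit, near screen average plus 3 SD, cut at about 150% in these data; inconclusive = fewer than 70 cells counted for the yeast strain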;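 note: median GFP channel fluorescence of the gated AGP1 strain per well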
MEP2 TOR yeast: modulators of TOR pathway MEP2-GFP in S. cerevisiae. GFP response vs DMSO, % at 10 µM. S. cerevisiae MEP2-GFP strain, flow cytometry GFP, 3 h; 100% = DMSO control level. AID 2016. actives 0.51% (n = 330,000);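 active = GFP response versus DMSO above a set limit, roughly screen mean plus 3 SD, cut at about 180% in these data; inconclusive = fewer than 70 cells counted for a yeast strain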;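 note: median GFP fluorescence of the barcode-gated MEP2-GFP cells per well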
LAP4 TOR yeast: yeast TOR pathway LAP4-GFP modulation. AID 2023. S. cerevisiae LAP4-GFP multiplex, flow cytometry GFP, 3 h; median GFP as percent of DMSO wells. GFP response vs DMSO, % at 10 µM. actives 0.34% (n = 320,000);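 active = GFP response vs DMSO above a set limit, about the screen mean plus 3 SD, cut at about 150% in these data; inconclusive = under 70 cell events counted for the yeast strain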
CIT2-GFP yeast: modulators of TOR pathway CIT2-GFP in S. cerevisiae. S. cerevisiae CIT2-GFP strain, flow cytometry, 3 h; 100 means same as DMSO wells. GFP response vs DMSO, % at 10 µM. actives 0.065% (n = 320,000). AID 2029;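 active = GFP response relative to DMSO above a set limit, near the screen mean plus 3 SD, cut at about 150% in these data; inconclusive = Fewer than 70 cells measured for a yeast strain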;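 note: ratio of well median GFP fluorescence to mean of DMSO wells on the plate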
GRK2 aptamer HTS: inhibitors of human GRK2 displacing RNA aptamer; P25098; bead flow cytometry, FAM-aptamer displacement from GRK2; inhibition of aptamer binding, % at 10 µM; actives 0.59% (n = 330,000);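 active = inhibition of aptamer binding above 40%, roughly 3 SD of noise, on plates passing a quality check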;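 note: median bead fluorescence of bound FAM aptamer so fluorescent compounds give negative values; no value below 0 was filed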
Target sequence (P25098 whole entry, looked up): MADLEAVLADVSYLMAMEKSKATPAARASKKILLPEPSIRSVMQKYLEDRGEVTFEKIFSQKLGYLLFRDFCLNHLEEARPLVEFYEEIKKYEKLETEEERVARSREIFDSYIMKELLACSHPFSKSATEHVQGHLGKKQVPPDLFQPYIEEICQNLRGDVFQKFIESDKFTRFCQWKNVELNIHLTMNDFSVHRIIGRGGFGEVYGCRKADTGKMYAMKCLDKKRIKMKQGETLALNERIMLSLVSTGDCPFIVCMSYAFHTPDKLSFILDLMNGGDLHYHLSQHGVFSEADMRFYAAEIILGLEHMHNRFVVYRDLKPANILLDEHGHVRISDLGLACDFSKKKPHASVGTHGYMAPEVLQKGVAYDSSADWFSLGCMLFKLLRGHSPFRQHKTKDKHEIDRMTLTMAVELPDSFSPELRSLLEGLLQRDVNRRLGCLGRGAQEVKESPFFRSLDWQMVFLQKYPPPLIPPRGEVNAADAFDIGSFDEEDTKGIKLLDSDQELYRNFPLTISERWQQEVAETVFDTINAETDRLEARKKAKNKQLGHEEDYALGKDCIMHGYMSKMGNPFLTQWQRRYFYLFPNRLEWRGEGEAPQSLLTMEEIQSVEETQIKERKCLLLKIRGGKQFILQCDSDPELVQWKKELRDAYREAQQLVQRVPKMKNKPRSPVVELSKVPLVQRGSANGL
RPL19A TOR yeast: modulators of TOR pathway RPL19A-GFP in S. cerevisiae; AID 2025; actives 0.3% (n = 330,000); S. cerevisiae RPL19A-GFP strain, flow cytometry, 3 h; active compounds read low; percent response vs DMSO, % at 10 µM;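 active = percent response vs DMSO below 50%; inconclusive = fewer than 70 events counted for the yeast strain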;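 note: median channel GFP fluorescence of the barcoded RPL19A-GFP strain; ratio of sample median GFP to plate DMSO average so 100% = DMSO; lower means less RPL19A-GFP as with rapamycin TOR inhibition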
* = called active by the depositor; i = inactive; ? = inconclusive; / = no result given. This is a random part of the collection; about 1.7% have a hit in one of these screens.

Start of the listing, in advance (2 entries):
SMILES	VLA-4 inh	GASC-1 inh	AGP1 TOR yeast	MEP2 TOR yeast	LAP4 TOR yeast	CIT2-GFP yeast	GRK2 aptamer HTS	RPL19A TOR yeast
O=C(N/N=C/c1ccco1)c1cc(Br)ccc1OCc1ccccc1	2	-16	93	97	87	98	5	100
COc1ccc(Br)cc1/C=N/NC(=O)C(c1ccncc1)N1CCOCC1 (centres undefined)	0	1	110	112	99	118	1	111

All compounds of this part, repeating the preview:
SMILES	VLA-4 inh	GASC-1 inh	AGP1 TOR yeast	MEP2 TOR yeast	LAP4 TOR yeast	CIT2-GFP yeast	GRK2 aptamer HTS	RPL19A TOR yeast
O=C(N/N=C/c1ccco1)c1cc(Br)ccc1OCc1ccccc1	2	-16	93	97	87	98	5	100
COc1ccc(Br)cc1/C=N/NC(=O)C(c1ccncc1)N1CCOCC1 (centres undefined)	0	1	110	112	99	118	1	111
Cc1cccc(NS(=O)(=O)c2c(C)noc2C)c1	7	21	101	100	104	96	3	95
CCOC(=O)c1c(C)[nH]c2cc(Br)c(OC)cc12	2	-14	91	102	111	101	2	95
CC(C)c1ccc(CCNC(=O)CCNC(=O)c2ccc(Br)cc2)cc1	11	3	94	98	87	93	0	100
NC(=O)C1CCN(C(=O)COCc2cc(-c3ccc4c(c3)OCO4)on2)CC1	-14	29	101	115	104	100	2	102
Nc1ncc2c(n1)-c1cc(Cl)ccc1SC2	-4	-4	114	97	114	106	0	98
Cc1ccc(-c2nn(C)c(=O)c3ccccc23)cc1S(=O)(=O)NCCN(C)C	20	-38	96	97	93	85	0	90
CCCn1nc(Oc2nc(N(C)C)nc(N(C)C)n2)ccc1=O	6	-14	98	100	101	98	0	96
CN(C)CCCOc1ccc(C(C)(C)c2ccccc2)cc1	2	17	102	99	95	103	0	97
CCCNC(=O)CSc1nc2ccc(OCC)cc2s1	0	-5	100	93	120	91	0	96
O=S(=O)(c1ccccc1C(F)(F)F)N1CCC(n2cnc3ccccc32)CC1	-3	-2	102	103	96	99	0	98
O=C(NN1C(=O)NC2(CCCCC2)C1=O)c1ccc(-c2ccc(Cl)cc2)o1	23	-1	94	90	88	99	2	94
Cc1ccc(NC(=S)NNC(=S)NCc2ccccc2)cc1	4	-18	106	100	103	99	0	97
Cc1ccc(S(=O)(=O)N2CCN(CC(=O)Nc3ccc([N+](=O)[O-])cc3)CC2)cc1C	7	-32	100	95	95	116	0	107
CCOC(=O)C1(CCc2ccccc2)CCN(C(=O)CCn2cncn2)CC1	20	-6	98	96	103	99	0	98
O=C(CN(Cc1ccco1)C(=O)CNS(=O)(=O)c1ccc(Cl)cc1)NCC1CCCO1 (centres undefined)	4	-17	110	95	104	107	1	98
O=C(CSc1nc(O)c(C2CCCCC2)c(=O)[nH]1)NCC1CCCO1 (centres undefined)	12	-3	103	94	98	96	1	99
COc1cc(/C=C2/SC(=Nc3ccc(O)cc3)NC2=O)cc(OC)c1O	-414	9	108	94	100	101	2	92
O=C(OCC(=O)N1CCOCC1)c1ccc2ccccc2c1	11	-4	102	110	109	112	0	101
O=C(COc1ccccc1)Nn1c(-c2ccccc2)nc2ccccc2c1=O	6	3	101	109	93	102	0	106
O=C(OCC(=O)N1CCc2ccccc21)c1ccc([N+](=O)[O-])cc1	12	12	101	106	97	93	2	95
COc1ccc(OC)c(NC(=O)CCN2CCCCCC2)c1	11	-1	98	95	102	88	0	97
COc1ccc(OC)c(NC(=S)NCc2cccs2)c1	20	5	111	106	86	120	0	115
COc1ccc(C(=O)NCc2nnc(SCC(=O)Nc3nc4ccccc4s3)o2)cc1	-4	-5	94	99	120	88	0	98
Additional records:
SMILES	VLA-4 inh	GASC-1 inh	AGP1 TOR yeast	MEP2 TOR yeast	LAP4 TOR yeast	CIT2-GFP yeast	GRK2 aptamer HTS	RPL19A TOR yeast
CCc1nccn1S(=O)(=O)c1ccc(C)c(C)c1	25	2	103	111	105	100	2	100
CCCc1nc2ccccc2c(C(=O)OCC(=O)NC2CC2)c1CC	-10	4	102	100	97	104	2	101
CC1CCN(c2nc(-c3ccc(F)cc3)cc(C(F)(F)F)n2)CC1	-7	2	99	102	104	98	0	104
Cc1cc(C(=O)CSc2nnc(-c3ccccc3F)o2)c(C)n1Cc1cccs1	-6	2	103	104	100	101	1	99
CC1=CC(C)(C)n2c(O)c(N=NC(N)=S)c3cc(C)cc1c32	10	5	105	104	101	104	0	111
COc1ccc(CN=C(Nc2ccccc2)SC2CC(=O)NC2=O)cc1 (centres undefined)	7	-10	100	110	97	112	1	103
COC(=O)c1cc(Cl)c(NC(=O)/C=C/c2ccc(OC)cc2)cc1OC	19	8	101	106	96	101	2	107
COc1ccc(CCN(C)Cc2ccc(C(=O)Nc3ccccc3)cc2)cc1OC	14	-19	99	92	93	96	0	101
CCn1c(=O)cc(OCC(=O)Nc2cc(C)ccn2)c2ccccc21	-13	-5	87	95	78	74	3	91
Cc1cc(C)cc(N=C2NC(=O)/C(=C/c3cccs3)S2)c1	6	0	106	114	103	107	0	110
CCCCCOC(=O)C1=C(C)NC(=O)NC1c1ccc2c(c1)OCO2 (centres undefined)	11	-7	103	106	93	103	0	104
O=c1[nH]c(CSc2nnnn2-c2ccc(Cl)cc2)nc2ccccc12	-11	15	/	93	92	99	1	91
CSc1ccccc1C(=O)Nc1ncc(C)s1	-6	1	98	100	123	100	2	105
CCCCCCc1ccc(OCC(=O)O)cc1OCC(=O)O	-10	i	109	103	97	105	0	98
COc1ccc(N2C(=O)C3CCCN3C2c2ccc(Cl)cc2)cc1 (centres undefined)	-10	-12	105	107	97	99	2	98
COc1ccc2c(c1)CC1c3c(cc4c(c3-2)OCO4)CC[N+]1(C)[O-] (centres undefined)	-9	6	93	100	104	86	0	106
COc1ccccc1C1C=C(c2ccc(Cl)cc2)Nc2nc(N3C(=O)CCC3=O)nn21 (centres undefined)	8	/	99	94	97	94	4	96
CCS(=O)(=O)Nc1ccc(C2=NN(C(C)=O)C(c3cccs3)C2)cc1 (centres undefined)	9	2	97	107	94	102	3	102
COC(=O)c1ccccc1NC(=O)CCS(=O)(=O)c1cc2c(cc1C)NC(=O)CO2	-7	3	102	100	100	103	8	100
CCN=C1SC(CC(N)=O)C(=O)N1CC (centres undefined)	-1	-16	97	94	91	101	0	92
O=C(N1CCNCC1)N1CCOCC1	6	-6	112	106	109	100	1	106
COCC(C)n1c(C)cc(C(=O)COC(=O)c2nn(C)c(=O)c3ccccc23)c1C (centres undefined)	14	0	101	108	95	108	1	101
O=C(CSc1nc2ccc(S(=O)(=O)N3CCOCC3)cc2[nH]1)N1CCOCC1	19	14	108	114	116	119	0	103
COC(=O)C1=CN(c2ccc(F)cc2)C=C(C(=O)OC)C1c1ccc(O)cc1	9	-4	91	100	95	96	0	101
CCOc1ccc2nc(NC(=O)CN3C(=O)C4CCCCC4C3=O)sc2c1 (centres undefined)	5	7	109	107	105	106	2	102
More structures
SMILES	VLA-4 inh	GASC-1 inh	AGP1 TOR yeast	MEP2 TOR yeast	LAP4 TOR yeast	CIT2-GFP yeast	GRK2 aptamer HTS	RPL19A TOR yeast
O=C1OC2(CCCCC2)OC(=O)C1=CNc1nccs1	-2	-5	91	96	107	92	1	102
Cc1oc(-c2ccc(Cl)cc2)nc1CN1CCC(C(=O)N2CCN(Cc3ccccc3)CC2)CC1	24	7	104	104	102	99	0	102
CCc1nnc(NS(=O)(=O)c2ccc(N)cc2)s1	-6	2	93	94	106	108	1	100
Cn1c(=O)n(C)c(=O)n(CC(=O)N2CCCCC2)c1=O	12	-6	101	96	97	95	0	100
CCc1ccc(Nc2ncc3c(n2)CC(C)CC3=O)cc1 (centres undefined)	13	-2	?	?	85	89	1	87
O=C(O)c1cc(N2C(=O)CCC2=O)ccc1NCc1cccnc1	-4	2	105	99	96	106	1	99
CC(C)c1ccc(N(CCc2ccccn2)C(=O)C(C)(C)C)cc1	-2	-2	97	103	97	100	5	99
Cc1cc(C)nc(NS(=O)(=O)c2ccc(NC(=O)c3ccccc3[N+](=O)[O-])cc2)n1	3	-1	128	106	89	102	0	100
CC(NC(=O)Cn1c(NCCO)nc2ccccc21)C1CC2CCC1C2 (centres undefined)	6	-2	101	100	98	105	0	101
Cc1ccc(S(=O)(=O)N2CCN(C(=O)COC(=O)CNC(=O)c3ccccc3)CC2)c(C)c1	-1	0	98	88	97	94	0	95
O=C(Nc1nc(-c2ccc3c(c2)OCO3)cs1)C1COc2ccccc2O1 (centres undefined)	16	-4	93	93	102	89	2	92
S=C(NC1CC2CCC1C2)N1CCN(c2cccc(Cl)c2)CC1 (centres undefined)	-4	5	123	109	107	102	0	108
Cc1cc(C)cc(N/C(N)=N/c2nc(C)cc(C)n2)c1	-1	-1	101	103	97	107	2	100
CCOC(=O)C1CCCN(C(=O)Cn2c(=O)c3cccn3c3cccnc32)C1 (centres undefined)	-4	0	103	96	101	102	4	96
O=C(COC(=O)c1cc(S(=O)(=O)N2CCOCC2)ccc1F)NCc1ccc2c(c1)OCO2	5	-5	101	97	92	113	0	97
S=C(NCc1ccccc1)NC1CCCc2ccccc21 (centres undefined)	7	11	80	93	86	77	1	86
COc1cc(/C=C/C(=O)O)cc(S(=O)(=O)N(C)CCO)c1OC	-9	11	115	105	101	110	5	82
CCOC(=O)C1=CC[C@@H](c2ccco2)N(S(=O)(=O)c2ccc(C)cc2)[C@H]1C(=O)OCC	15	-1	98	95	90	105	0	96
O=C(O)C1CCCCC1C(=O)Nc1nc(-c2ccc(Cl)s2)cs1 (centres undefined)	-3	-25	94	96	96	93	4	89
COC(=O)N1[C@H](C)C=C[C@]1(Cc1ccccc1)C(=O)OC	-2	-3	106	104	96	99	1	101
CCc1cc(CNC(=O)c2cc(COc3ccc(C)nc3)on2)on1	3	11	101	97	111	100	0	101
COc1ccc(-n2nnc3c(SCC(=O)N4CCCc5ccccc54)ncnc32)cc1	7	2	91	90	93	88	0	92
COc1cc(OC)nc(Oc2cccc(Cl)c2C)n1	-8	-5	104	96	101	96	0	93
CC(C)(C)C(=O)N1CCN(c2ccc([N+](=O)[O-])c(-n3nc(-c4ccccc4)c4ccccc4c3=O)c2)CC1	8	-3	110	140	107	95	0	109
Cc1ccc(NC(=O)COc2ccccc2C(=O)NCc2ccccc2)cc1	2	-4	96	95	103	103	3	96
Next part.
SMILES	VLA-4 inh	GASC-1 inh	AGP1 TOR yeast	MEP2 TOR yeast	LAP4 TOR yeast	CIT2-GFP yeast	GRK2 aptamer HTS	RPL19A TOR yeast
COc1ccc(C(=O)N2CCN(c3ccc(C)c(C)c3)CC2)cc1OC	-6	-4	108	109	105	99	6	99
COc1cccc(/C=C/C(=O)OCC(=O)NCCc2ccccc2)c1	29	-11	83	91	85	99	0	94
CCc1ccccc1NC(=O)c1cccc(Oc2ccc([N+](=O)[O-])cc2Cl)c1	-1	6	102	103	95	107	0	99
Cc1ccc(NC(=O)COc2cccnc2[N+](=O)[O-])cc1S(=O)(=O)N1CCCCC1	26	6	98	102	87	99	0	102
NC(=S)N=Nc1c(O)n(Cc2ccc(F)cc2)c2ccccc12	-2	-13	100	96	104	97	0	101
CCSc1ccccc1C(=O)NCc1ccc2c(c1)OCO2	-16	-1	107	89	96	93	3	100
Cc1onc(C(=O)NCc2ccccn2)c1[N+](=O)[O-]	-3	11	92	99	105	92	2	97
Clc1ccccc1CSc1nnc(/C=C/c2ccccc2)o1	1	-7	101	100	96	103	2	99
COC(=O)Nc1ccc(S(=O)(=O)N2CCCC(C(=O)N3CCC(C)CC3)C2)cc1 (centres undefined)	12	-37	90	93	91	84	2	90
Cc1cc(C(=O)NNC(=O)c2ccc(F)cc2)c(C)s1	-6	8	104	102	96	106	0	102

From PubChem
